Compound activity: PubChem BioAssay, several laboratories
BB579 growth dn: growth inhibitors of yeast BB579 in restrictive medium, primary screen, yeast lifespan-shortening project, S. cerevisiae. OD615, 48 h. inhibition, % at 10 µM. hit rate 0.51% among 140,000. AID 804, 2007;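 active means inhibition above a set limit, 3 SD over the mean compound inhibition, cut at about 44% in these data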; further: inactives centre near -24
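Test system: Saccharomyces cerevisiae DeaD strain BB579, replicative lifespan model yeast | Buffer or medium: Restrictive CSMM-D medium | Doses: One dose, 10 µM compound with 0.25% DMSO | Incubation: 48 h exposure, 30 °C | Detection: Culture absorbance at 615 nm | Control set: Amphotericin B at 10 µg/mL as positive control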
PTEN del growth: growth suppression of PTEN-null HCT116, primary screen, cell-based, CellTiter-Glo | HCT116 PTEN-null viability, 60 h; stronger effect = lower value | viability, % at 10 µM | hit rate 1.2% among 140,000 | AID 827, 2007;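 active means viability at or below a set limit, 4 SD under the median of all tested compounds, cut at about 3.7% in these data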;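 further: PTEN knockout HCT116 line with beta catenin targeted HCT116 as companion control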
Yeast life ext: compounds extending yeast replicative lifespan, primary screen, S. cerevisiae, OD615; S. cerevisiae growth with nicotinamide; deaD strain in restrictive glucose medium; inhibition of the nicotinamide effect, % at 10 µM; hit rate 0.68% among 130,000;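 active means inhibition above a set limit, placed 3 SD over the median of all compounds, cut at about 26% in these data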;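 further: 0% = nicotinamide-treated wells and 100% = cells grown without nicotinamide; some compounds called inactive have numbers as strong as hits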
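assay system = DeaD-strain S. cerevisiae | buffer or medium = restrictive glucose medium | reagent = 1.5 mM nicotinamide | compound = 10 µM single point, 0.25% DMSO | incubation = 48 h compound exposure at 30 °C, humidified | signal = OD615 measurement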
NPY Y2 blocker: NPY-Y2 receptor antagonists, primary screen, cell-based; Neuropeptide Y receptor type 2 (Homo sapiens), P49146; hit rate 0.99% among 140,000; NPY-Y2 expressing cells, antagonist mode; inhibition, % at 2.7 µM; in the data active means inhibition above about 17%;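 further: 0% = vehicle with agonist challenge and 100% = reference antagonist with challenge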
Target sequence (P49146 whole entry, looked up): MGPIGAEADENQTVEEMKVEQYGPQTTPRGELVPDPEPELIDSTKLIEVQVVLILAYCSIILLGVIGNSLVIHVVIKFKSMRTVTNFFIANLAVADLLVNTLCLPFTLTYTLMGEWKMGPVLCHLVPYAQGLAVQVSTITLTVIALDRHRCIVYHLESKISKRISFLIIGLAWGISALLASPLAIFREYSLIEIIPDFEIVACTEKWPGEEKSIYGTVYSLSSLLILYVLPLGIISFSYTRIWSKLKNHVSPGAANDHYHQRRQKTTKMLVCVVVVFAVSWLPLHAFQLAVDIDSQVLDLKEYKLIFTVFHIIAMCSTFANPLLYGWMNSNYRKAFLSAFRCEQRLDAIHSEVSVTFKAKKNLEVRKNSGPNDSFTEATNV
MRP-1 activ: H69AR viability gain despite doxorubicin, primary screen, MRP-1 activator project, H69AR cells, CellTiter-Glo; viability rescue; viability increase, % at 10 µM; hit rate 0.61% among 140,000; AID 799, 2007;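 active means viability gain under doxorubicin at or above a set limit, the compound median plus 3 SD, cut at about 4.7% in these data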;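 further: MRP-1 overexpressing cells given doxorubicin 25 µM after compound pretreatment; 18-22 h compound pretreatment then 72 h with doxorubicin before readout; 0% = doxorubicin-only wells and 100% = vehicle-treated cells without doxorubicin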
bCat KO growth: primary screen for growth suppressors in beta-catenin knockout HCT116 cells (colon tumor, human) | HCT116 beta-catenin knockout viability, CellTiter-Glo, 60 h; stronger effect = lower value | viability, % at 10 µM | hit rate 1.5% among 140,000 | AID 818, 2007;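 active means viability at or under a set limit, the compound median less 4 SD, cut at about 6% in these data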;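 further: 0% = Hyamine 1622 control at 20 µM and 100% = untreated cell control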
E-sel TNF inh: E-selectin induction blockers in HUVEC – imaging, immunofluorescence, high content, primary screen. HUVEC TNFa-induced E-selectin immunofluorescence. inhibition, % at 2 µM. hit rate 0.71% among 120,000. AID 1246, 2008;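 active means inhibition above the batch mean plus 3 SD, and confirmed as a hit on visual image review, cut at about 43% in these data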;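 further: 0% = TNF-stimulated DMSO wells and 100% = unstimulated control wells; not every result past the cut was called active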
Measles CPE: compounds protecting cells from measles virus cytopathic effect, primary screen, measles RdRp inhibitor project, single point, MLSMR library, absorbance; Measles virus-infected cells, CPE protection; protection (pct of control), % at 4 µM; hit rate 1.5% among 140,000; in the data active means protection mostly above about 24%, no sharp cut-off; inactive means mostly below about 26%; further: some compounds called inactive have numbers as strong as hits
GALR2 blocker: GALR2 antagonists in receptor-expressing cells, primary screen; Galanin receptor type 2 (Homo sapiens), O43603; antagonist mode; inhibition, % at 4 µM; hit rate 0.39% among 140,000; AID 828, 2007; in the data active means inhibition above about 27%;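 further: cells stimulated with galanin 1-16 at roughly its EC80; 0% = agonist challenge control and 100% = basal control without agonist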
Target sequence (O43603 whole entry, looked up): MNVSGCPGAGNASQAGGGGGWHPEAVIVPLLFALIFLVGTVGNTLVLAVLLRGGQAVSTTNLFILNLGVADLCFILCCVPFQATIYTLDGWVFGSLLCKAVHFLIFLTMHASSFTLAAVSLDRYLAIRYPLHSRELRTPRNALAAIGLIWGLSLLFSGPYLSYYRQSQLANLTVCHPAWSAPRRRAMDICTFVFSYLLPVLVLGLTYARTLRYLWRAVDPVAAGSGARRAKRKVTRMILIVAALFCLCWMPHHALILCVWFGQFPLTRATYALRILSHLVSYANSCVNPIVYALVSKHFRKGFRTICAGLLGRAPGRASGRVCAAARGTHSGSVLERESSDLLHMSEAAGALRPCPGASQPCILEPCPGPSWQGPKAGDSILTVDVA
Phagocyt inh: inhibitors of macrophage phagocytosis, primary screen, imaging, J774A.1 cells, IgG beads. AID 1029, 2008. J774A.1 macrophage IgG-bead phagocytosis. hit rate 0.07% among 110,000. inhibition, % at 5 µM;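 active means inhibition above the mean of the plate negative controls plus 5 SD, cut at about 13% in these data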;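 further: phagocytic index as fraction of beads internalized from green versus red external bead signal; plate controls were DMSO negative control for no effect and cytochalasin-D positive control for full effect; some results beyond the cut were filed as inactive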
Starred values were filed as active, the others as inactive; nt = not tested or not shown.

SMILES	BB579 growth dn	PTEN del growth	Yeast life ext	NPY Y2 blocker	MRP-1 activ	bCat KO growth	E-sel TNF inh	Measles CPE	GALR2 blocker	Phagocyt inh
CC(=O)NC12CC3CC(C1)CC(C(=O)OCC(=O)Nc1ncc(Cl)cc1Cl)(C3)C2	-25	99	-10	1	-0.2	90	-8	19	-16	nt
N#Cc1ccccc1NC(=O)COc1c(Br)cc(Br)c2cccnc12	-39	47	4	2	-4.4	63	-6	4	7	-5
CCCCCCC(=O)Nc1nc(C)c(-c2csc(Nc3ccccc3OC)n2)s1	-51	74	-28	12	-0.9	83	-20	5	-16	0
COc1cc(S(=O)(=O)Nc2ccc(C)cc2)ccc1N=Cc1c(C)[nH]n(-c2ccccc2)c1=O	-37	91	4	-1	-2.0	86	nt	2	-3	-6
Cc1ccc2c(c1)nnn2C1CCN(S(=O)(=O)c2ccc(C(=O)N(C)C3CCCCC3)cc2)CC1	-78	49	-6	0	-2.1	38	-10	3	5	-1
COc1ccc(-c2c(C(C)=O)c(C)nc3sc4c(c23)NC(c2ccccc2)NC4=O)cc1 (stereo not given)	-78	90	-16	6	-2.4	111	-54	5	0	nt
C[N+](C)(C)c1ccc(/C=N/Nc2nc(Cl)c(C#N)c(Cl)c2Cl)cc1	-18	69	-6	-1	-4.9	54	14	2	-4	-7
CC(=O)Nc1ccc(C2Nc3ccccc3C(=O)N2C2CCCCC2)cc1 (stereo not given)	-38	85	-14	4	-3.0	80	5	6	3	-1
O=C(c1ccco1)n1c(=S)nc2ccccn21	16	60	-11	-1	-3.7	62	-12	15	-12	0
O=[N+]([O-])c1ccc(NCCNc2ccc(Cl)nn2)cc1	-53	91	-16	1	-2.4	90	44	29	-3	0
O=C(Nc1ccc(F)cc1)N(Cc1nnc2n1CCCCC2)c1ccccc1	-55	101	-7	0	-0.2	101	nt	1	-2	-1
CC(=O)C1=C(C)NC(SCC(=O)c2ccccc2)=C(C#N)C1c1ccco1 (stereo not given)	-24	51	-7	3	-4.0	64	nt	12	-5	1
CC1CCCC(NC(=O)CSc2nnc(N)s2)C1C (stereo not given)	-27	97	-5	1	-1.2	95	-4	4	-6	nt
CN1CCN(Cc2cc(Cl)c3cccnc3c2OC(=O)c2cccs2)CC1	-13	5	11	3	-5.5	3.7*	nt	12	16	-1
O=C(NCC1CCCO1)C1CCCN(c2ncccn2)C1 (stereo not given)	-22	92	-6	1	-1.5	96	-23	11	3	-1
CC(C)(C)c1ccc(/C=N/Nc2ccc(C(=O)O)cc2)cc1	-18	94	-11	2	1.2	85	nt	3	-5	-10
CC1CCCCC1NC(=O)CSc1nnc(N)s1 (stereo not given)	-33	92	-16	0	-0.3	85	-3	19	6	0
O=C(CCN1C(=O)COc2ccccc21)N1CCCCC1	-29	106	-4	1	1.1	103	-8	2	1	-1
COc1cc([N+](=O)[O-])ccc1NC(=O)CC1SC(=Nc2ccc(F)cc2)N(CCC2=CCCCC2)C1=O (stereo not given)	-38	12	-2	-1	-2.3	8	nt	16	-1	-5
CCCCOc1ccc(C2=NNC(=O)CC2)cc1	-34	88	-4	22*	-2.0	92	5	15	0	-10
O=C(Oc1oc(-c2ccco2)nc1C=Nc1ccccc1)c1ccco1	-52	95	35	0	0.3	101	5	25	4	-1
COc1ccc(C2C(C(=O)OCC3CCCO3)=C(C)NC3=C2C(=O)CC(c2ccco2)C3)cc1O (stereo not given)	-52	80	-6	1	-2.4	92	-6	22	8	nt
Cc1ccc(NC(=S)N2CCN(c3ncccn3)CC2)cc1C	8	98	-4	1	0.3	88	3	13	0	-7
CC(C)(C)C1CCC(=NNC(=O)CN(c2ccccc2)S(=O)(=O)c2ccccc2[N+](=O)[O-])CC1 (stereo not given)	-15	109	1	2	-1.8	88	16	4	-5	-1
CCCCC(CC)C(=O)NCC(C)NC(=O)C(CC)CCCC (stereo not given)	-17	76	6	24*	-3.1	78	-1	5	6	-2

The results go on:
SMILES	BB579 growth dn	PTEN del growth	Yeast life ext	NPY Y2 blocker	MRP-1 activ	bCat KO growth	E-sel TNF inh	Measles CPE	GALR2 blocker	Phagocyt inh
COc1ccccc1CNC(=O)C/C(C)=N/NC(=O)COc1ccc(C)cc1Br	-13	78	-3	3	-3.8	82	nt	10	-3	-3
CCN(CC(=O)NCc1ccccn1)S(=O)(=O)c1ccc(Cl)cc1	11	89	-2	1	-0.9	101	-2	4	-19	3
O=C(CSc1ccc2nnc(-c3cccnc3)n2n1)NCC1CCCO1 (stereo not given)	-21	96	0	0	-1.1	95	-12	22	-1	nt
CC1(C)CC(=O)C2=C(C1)NC(=O)CC2c1cc2c(cc1Br)OCO2 (stereo not given)	-39	98	2	-1	-1.3	94	-13	11	-1	-3
COc1cc(OC)cc(C(=O)Nc2ccccc2NC(C)=O)c1	-24	93	-8	4	1.9	107	-10	28	-1	1
Cc1cnc(NC(=O)CSc2c(Cl)cccc2Cl)s1	-27	95	-1	6	0.1	93	-8	19	5	5
CCCCNC(=S)N(C)/N=C/c1ccccc1C(=O)O	11	97	-6	3	-1.2	101	-15	7	6	0
COC(=O)c1ccc(COc2ccc(C3C4=C(CCCC4=O)Nc4onc(C)c43)cc2)cc1 (stereo not given)	-80	98	-2	-2	-0.9	90	-11	5	-2	nt
CCN(CC)Cc1c(CC(C)C)oc(C)c1C(=O)O	4	102	-9	1	-0.6	96	1	5	-6	nt
COC(=O)c1c(F)c(F)c(N2CCOCC2)c(F)c1F	-29	97	-9	0	2.6	101	-18	16	1	-2
Cc1cccc(-n2c(SCC(=O)NCc3ccc4c(c3)OCO4)nc3ccccc3c2=O)c1	-1	89	-4	0	-2.7	85	-3	14	3	-1
CN1/C(=C\C=N\NC(=O)c2ccccc2Br)C(C)(C)c2ccccc21	-15	24	0	9	-2.3	21	nt	25	4	-10
C[C@H](NS(=O)(=O)c1ccc(Cl)cc1)C(=O)OCC(=O)NC(=O)Nc1ccc2c(c1)OCCO2	-54	98	0	3	-2.1	101	-26	4	3	-8
COc1ccc(Cl)cc1NC(=O)Cc1c(F)cccc1Cl	-19	93	2	2	-2.6	92	nt	2	0	3
Cc1nc2ccccc2nc1SCC(=O)N1CCC(C)CC1	-23	83	-26	12	-3.0	90	-22	26	2	nt
CCOc1ccc(CCNC(=O)C2CCCN(c3nn4c(=O)cc(C)nc4s3)C2)cc1 (stereo not given)	-26	94	1	6	-0.7	83	-19	6	10	-2
CC(C)(C)C(=O)Nc1ccc(C(=O)NNC(=O)Cc2ccccc2)cc1	-25	90	-9	1	0.1	93	12	6	2	1
c1ccc(-n2nnnc2NCCCN2CCOCC2)cc1	9	97	-10	4	-2.5	90	-8	7	-17	-1
CCOc1cc(C)c(C(C)C)cc1S(=O)(=O)n1ccc(C)n1	-10	87	5	-1	2.2	94	-26	6	-8	-3
O=C(Nc1ncnc2sc3c(c12)CCCCC3)c1ccco1	-29	62	-9	1	-0.6	69	-28	33	0	-1
CCOC(=O)c1c(NC(=O)CCCN2CCOCC2)sc2c1CC(C)(C)OC2	-27	88	-15	2	-2.4	80	7	12	-7	nt
CNc1nc(SC)nc(N2CCOCC2)n1	-62	68	-2	-2	-0.2	72	3	16	-2	1
CC(C)C(=O)N(c1ccc(F)cc1)C1C=CS(=O)(=O)C1 (stereo not given)	2	107	-21	-2	-1.2	101	82*	4	-9	2
Cc1cc(C(=O)Nc2cccnc2)no1	-19	85	-4	1	-3.8	91	-4	18	9	nt
Cc1ccc2[nH]c(=O)c(CN(Cc3ccc4c(c3)OCO4)Cc3nnnn3C3CCCC3)cc2c1	-52	43	0	7	-5.0	64	nt	4	-8	-1

Shown as a hit in E-sel TNF inh (from the list above):
structure,Yeast life ext,NPY Y2 blocker,E-sel TNF inh,Measles CPE,GALR2 blocker,Phagocyt inh
CC(C)C(=O)N(c1ccc(F)cc1)C1C=CS(=O)(=O)C1 (stereo not given),-21,-2,82*,4,-9,2

(continued)
SMILES	BB579 growth dn	PTEN del growth	Yeast life ext	NPY Y2 blocker	MRP-1 activ	bCat KO growth	E-sel TNF inh	Measles CPE	GALR2 blocker	Phagocyt inh
CCS(=O)(=O)NCCCCc1ccccc1	-13	94	-7	6	-0.6	93	12	17	6	-2
COc1cc(SC)ccc1C(=O)NCCOc1ccc(Cl)cc1	-30	79	-3	13	6.4*	82	-20	8	-8	-2
Cn1c(-c2ccccc2O)cc2ccccc21	-40	95	nt	-1	-1.2	97	-34	12	9	nt
COc1ccc2[nH]c(=O)c(CN(C(=O)c3ccccn3)C3CCCCC3)cc2c1	-21	92	6	0	-2.9	89	-30	5	-11	0
CCOC(=O)c1sc(NC(=O)c2ccc(Br)o2)cc1C	-81	91	-9	0	-0.1	97	7	7	5	0
Cc1cc(C)c(NC(=O)CCCN2CCOCC2)c(C)c1	7	95	-6	3	-0.4	97	-6	3	3	-4
O=C(Cc1ccccc1)n1nc(-c2ccco2)nc1SCc1ccccc1	-61	116	-14	4	0.3	105	-1	4	-15	-1
COc1ccc(NC2CC(=O)N(CCc3ccccc3)C2=O)cc1 (stereo not given)	-17	87	nt	2	-2.8	97	-59	13	-3	nt
CC1(C)C/C(=N\O)c2cc3c(nc2C1)CCCC3	-49	109	-1	0	-0.7	94	-50	9	3	1
COc1ccc(NS(=O)(=O)CC23CCC(CC2=O)C3(C)C)cc1 (stereo not given)	30	nt	-5	0	1.5	111	nt	14	4	nt
O=C1CC(O)(c2ccccc2)C(c2ccccc2)=C1c1ccccc1 (stereo not given)	-26	55	nt	6	-5.0	53	17	13	3	nt
Cc1nn(-c2ccccc2)c(C)c1C1C(C#N)=C(N)Oc2n[nH]c(C)c21 (stereo not given)	-24	94	nt	-1	-4.6	91	-2	6	6	nt
Cc1cc(C)c(C2C(C#N)=C(N)Oc3n[nH]c(C)c32)cc1CN1CCCC1 (stereo not given)	-38	92	-2	3	-1.3	86	-11	4	-7	-1
CC12CCC(C(=O)Nc3ccccc3Cl)(C(Br)C1=O)C2(C)C (stereo not given)	-9	90	4	2	-1.2	88	nt	36*	5	-1
O=C(Cn1cc2c(n1)CCCC2)NC1CCCCCC1	5	94	-2	4	-0.9	78	-2	17	10	0
CCOC(=O)CSc1c(-c2cccs2)[nH]c2ccccc12	-45	74	-6	1	-2.1	80	-13	22	-3	nt

Already shown: an excerpt of the list.
SMILES	BB579 growth dn	PTEN del growth	Yeast life ext	NPY Y2 blocker	MRP-1 activ	bCat KO growth	E-sel TNF inh	Measles CPE	GALR2 blocker	Phagocyt inh
Cn1c(-c2ccccc2O)cc2ccccc21	-40	95	nt	-1	-1.2	97	-34	12	9	nt
COc1ccc2[nH]c(=O)c(CN(C(=O)c3ccccn3)C3CCCCC3)cc2c1	-21	92	6	0	-2.9	89	-30	5	-11	0
